Source: PubChem BioAssay (National Center for Advancing Translational Sciences (NCATS))
NIH3T3 tox: Cytotoxic Profiling in NIH 3T3 Cell Line of Diverse Libraries Using Quantitative High-Throughput Screening | NIH 3T3 viability, CellTiter-Glo ATP luminescence, 48-72 h | Potency, µM (highest dose often 96.7 µM), without a hit: at the top dose activity change, negative = cytotoxicity, actives largely listed as inhibitors | 94,000 tested, 4.3% active | AID 1345082, 2018; further: potency means the concentration at half of the fitted maximal effect; nearly all actives have a fitted effect of over 55% in size
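ATP-dependent luminescence (CellTiter-Glo) served as the viability signal for NIH 3T3 cells treated with compound for 48 or 72 hr at 37 °C.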
Luciferase inh: Firefly luciferase inhibition profiling of diverse chemical library using quantitative high-throughput screening | Luciferin 4-monooxygenase (Photinus pyralis), P08659 | purified P. pyralis luciferase, luminescence, biochemical | Potency, µM (series often up to 115 µM), for inactives: top-dose activity change, negative = inhibition, most hits filed as inhibitors | 76,000 tested, 2.5% active | AID 1347043, 2019; further: potency means the concentration at half of the fitted maximal effect; nearly all actives have a fitted effect of over 65% in size
Target sequence (P08659 whole entry, looked up): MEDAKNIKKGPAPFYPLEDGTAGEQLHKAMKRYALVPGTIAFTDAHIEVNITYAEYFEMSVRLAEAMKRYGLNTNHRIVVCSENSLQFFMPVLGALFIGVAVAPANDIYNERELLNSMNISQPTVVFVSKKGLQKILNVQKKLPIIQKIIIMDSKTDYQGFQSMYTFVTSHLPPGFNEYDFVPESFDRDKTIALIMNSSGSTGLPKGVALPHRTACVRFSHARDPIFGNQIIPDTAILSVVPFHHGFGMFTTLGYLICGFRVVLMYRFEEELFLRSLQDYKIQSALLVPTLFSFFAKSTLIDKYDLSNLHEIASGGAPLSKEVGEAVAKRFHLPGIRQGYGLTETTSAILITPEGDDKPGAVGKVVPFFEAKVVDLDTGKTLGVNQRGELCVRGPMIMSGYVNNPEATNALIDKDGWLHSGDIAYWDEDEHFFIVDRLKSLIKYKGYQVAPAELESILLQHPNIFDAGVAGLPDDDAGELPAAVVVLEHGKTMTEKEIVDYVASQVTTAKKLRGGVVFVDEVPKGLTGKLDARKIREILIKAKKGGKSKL
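Inhibitors were tested against purified firefly luciferase in a biochemical, low-substrate format (both substrates at 10uM) and luminescence measured with a CCD imager.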
HEK293 viab: GF-AFC viability counterscreen for inhibitors of alpha-synuclein gene (SNCA) expression; HEK-293-SNCA-luc viability, GF-AFC fluorescence, 24 h; Potency, µM (top dose mostly 57.1 µM), without a hit: at the top dose activity change, negative = cytotoxicity, hits mostly cytotoxic; 150,000 tested, 0.12% active; AID 1671193, 2021;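 further: potency means the concentration at half of the fitted maximal effect; 0% = DMSO-treated cells and -100% = medium-only wells without cells; nearly all actives have a fitted effect of over 30% in size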
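Cytotoxicity counterscreen: after 24 h compound treatment of genome-edited SNCA-luciferase HEK-293 cells, live-cell protease substrate GF-AFC read by fluorescence after 30 min; activity scaled between DMSO (0%) and medium-only (-100%), curves Hill-fitted.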
IP6K1 inh: Primary qHTS assay for small molecule inhibitors of Inositol hexaphosphate kinase 1 (IP6K1); Inositol hexakisphosphate kinase 1 (Homo sapiens), Q92551; AID 1645851, 2021; IP6K1 kinase, ADP-Glo luminescence, 2 h; active compounds read low; activity change, % (series mostly up to about 58 µM); 140,000 tested, 0.81% active; in the data active means activity change below about -25%
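ADP-Glo luminescence measures ADP made by human IP6K1 during a 2 h RT reaction with ATP/IP6 (mix at 1.3 mM/130 uM); top library doses 57.5 and 19.1 uM final.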
SNCA expr inhib: Primary qHTS assay for inhibitors of alpha-synuclein gene (SNCA) expression | HEK-293 SNCA-luciferase knock-in, luminescence, 24 h | 140,000 tested, 0.17% active | Potency, µM (series often up to 57.2 µM), for the others: at the top dose activity change, negative = inhibition, hits mostly inhibitors | AID 1671194, 2021;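 further: potency means the concentration at half of the fitted maximal effect; plate controls were DMSO cells for no effect and cell-free wells for full effect; nearly all actives have a fitted effect of over 45% in size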
HEK293 tox: Cytotoxic Profiling in HEK 293 Cell Line of Diverse Libraries Using Quantitative High-Throughput Screening; HEK 293 viability, ATP luminescence (CellTiter-Glo), 48-72 h; Potency, µM (series often up to 115 µM), without a hit: at the highest dose activity change, negative = cytotoxicity, most hits filed as inhibitors; 94,000 tested, 6.6% active; further: potency means the concentration at half of the fitted maximal effect; nearly all actives have a fitted effect of over 60% in size
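CellTiter-Glo luminescence (cellular ATP) was read after 48 or 72 hr of compound exposure at 37 degree Celsius. Cells were HEK 293 plated at 250 cells/well.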
GPT2 inhibitor: Primary qHTS assay for inhibitors of Glutamate pyruvate transaminase 2 (GPT2) | 100,000 tested, 0.25% active | Potency, µM (doses to about 57.7 µM), for inactives: at the top dose activity change, negative = inhibition, most hits filed as inhibitors | Recombinant GPT2, coupled pyruvate oxidase/HRP Amplex Red fluorescence | Alanine aminotransferase 2 (Homo sapiens), Q8TD30 | AID 1671188, 2021; further: potency means the concentration at half of the fitted maximal effect; nearly all actives have a fitted effect of over 60% in size; many of its hits are not listed in these tables
Target sequence (Q8TD30 whole entry, looked up): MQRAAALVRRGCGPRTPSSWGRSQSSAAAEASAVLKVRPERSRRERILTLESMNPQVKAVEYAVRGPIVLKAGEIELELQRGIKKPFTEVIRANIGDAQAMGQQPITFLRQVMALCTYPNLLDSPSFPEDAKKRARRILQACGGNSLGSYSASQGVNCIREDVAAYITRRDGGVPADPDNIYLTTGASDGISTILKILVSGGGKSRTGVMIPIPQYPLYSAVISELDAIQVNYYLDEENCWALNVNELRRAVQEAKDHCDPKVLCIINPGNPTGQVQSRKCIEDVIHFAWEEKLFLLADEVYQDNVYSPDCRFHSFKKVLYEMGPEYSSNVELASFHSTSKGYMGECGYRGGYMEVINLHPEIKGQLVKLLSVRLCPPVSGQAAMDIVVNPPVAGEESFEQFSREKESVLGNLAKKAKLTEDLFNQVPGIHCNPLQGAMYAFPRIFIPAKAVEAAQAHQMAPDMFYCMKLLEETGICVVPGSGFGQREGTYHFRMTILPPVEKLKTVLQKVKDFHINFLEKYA
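GPT2 10ng/uL, a-KG 250uM, L-Ala 2mM, HEPES pH7.5 + 0.0001% Tween; 30 min RT. Then Amplex mix (PO/HRP/ThPP), 30 min RT dark, fluorescence. AOA 50uM used as positive control.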
* hit, by the source's call; i = inactive; ? = inconclusive; . = no result given; & = joins results of further samples; [ ] = remark or other dose. Unless noted, the call rests on the fitted dose curve; in most records, active means well fitted curve in the direction sought with a large enough effect; inconclusive means small, poorly fitted or top-dose-only effect, or another doubt; inactive means no such curve, though single readings can be large; an effect the other way counts as inactive or inconclusive. Unless noted, on the % scale 0 is the no-effect control and ±100 the full control effect.

SMILES | NIH3T3 tox | Luciferase inh | HEK293 viab | IP6K1 inh | SNCA expr inhib | HEK293 tox | GPT2 inhibitor
Cc1ccc(C)c(N2CCN(C(=O)CN3C(=O)COc4ccc(S(=O)(=O)N5CCC(C)CC5)cc43)CC2)c1 | . | . | -1% | -12 | 16% | . | .
Cn1c(=O)c2[nH]c(-c3ccc(S(=O)(=O)O)cc3)nc2n(C)c1=O | . | . | 0% | . | -10% | . | -7%
Cc1ccccc1NCc1nc2c(n1Cc1ccccc1)C(=O)N(CCOc1ccccc1)CCN2 | 32µM* | -6% | -11% | 4 | -16% | ? | -14%
CC(C)S(=O)(=O)N1CCC(Nc2cccnc2)C1 (stereo not given) | i | 2% | -7% | 10 | -1% | 8% | ?
COc1cc(CNCCCO)ccc1OCC(O)CN1CCSCC1 (stereo not given) | 3% | 10% | 2% | -9 | -17% | 2% | -8%
COc1ccc(CNC(=O)c2ccc3c(c2)CCN3S(=O)(=O)c2ccc(Cl)cc2)cc1 | . | . | 9% | 1 | -4% | . | .
CC(=O)c1ccc(NC(=O)O[C@@H]2CO[C@H]3[C@@H]2OC[C@@H]3NC(=O)c2ccc(C)cc2)cc1 | -20%[138 µM] | -9%[172 µM] | 0%[87.6 µM] | 18 | 7%[87.6 µM] | ? | -1%[88.5 µM]
COc1ccc2c(CNCc3cccs3)c(C(=O)O)n(Cc3ccccc3C)c2c1 | . | . | -11% | 10 | 17% | . | .
COc1cccc(OCc2nc3ccccc3n2Cc2ccccc2)c1 | . | . | 9% | -3 | 48%[activator] | . | .
O=C(Cn1cccc1-c1nc(-c2ccccc2)no1)Nc1cccc(Cl)c1 | -11% | -8% | 4% | -7 | -13% | 2% | 3%
C[C@@H](O)[C@H](NC(=O)c1ccc(C#Cc2ccc(CN3CCOCC3)cc2)cc1)C(=O)NO | . | . | -8% | -1 | . | . | i
Cc1nc2sccn2c(=O)c1CCN1CCC(=C(c2ccc(F)cc2)c2ccc(F)cc2)CC1 | . | . | -4% | -7 | ? | . | -4%&4%
CCCN1C(=O)c2[nH]nc(-c3ccc(F)cc3)c2C1c1ccc(O)c(OCC)c1 (stereo not given) | . | . | -17% | -13 | 52%[activator] | . | .
COc1ccc(NC(=O)C2CN(c3ccnc4ccnn34)C2)cc1 | ? | . | -20% | 10 | -9% | -24% | i
COC(=O)CN1C(=O)[C@@H]2C[C@@H](O)CN2C2(CN(Cc3ccc(F)cc3)C2)C1=O | -1%[174 µM] | -5%[172 µM] | 1%[87.6 µM] | -19 | -2%[87.6 µM] | -5%[172 µM] | 5%[88.5 µM]
O=C1CCN(C(=O)c2ccsc2)CCCOCCN1 | -22% | -1% | 2% | 3 | 9% | 1% | i
CCOC(=O)C1=CN(CC(=O)Nc2ccc(OCC)cc2)S(=O)(=O)N=C1C | -8% | -4% | 1% | 3 | 2% | -4% | i
COc1ccc(C(=O)N2C(C(=O)NCc3ccccc3)COC23CCN(C(=O)C(C)(C)C)CC3)cc1 (stereo not given) | -18% | -11% | -11% | 3 | 31%[activator] | -9% | -11%
CCC(=O)N1CCc2cc(S(=O)(=O)CCC(=O)N3CCN(c4cccc(C)c4)C(C)C3)ccc21 (stereo not given) | . | . | -9% | 4 | -18% | . | .
O=C1CN(C(=O)c2ccc(S(=O)(=O)N3CCCC3)cc2)C(c2ccccc2)c2cc(Br)ccc2N1 (stereo not given) | . | . | -8% | -4 | -28% | . | .

In another format: 3 of the compounds above
compound: CCCN1C(=O)c2[nH]nc(-c3ccc(F)cc3)c2C1c1ccc(O)c(OCC)c1 (stereo not given)
  NIH3T3 tox: . | Luciferase inh: . | HEK293 viab: -17% | IP6K1 inh: -13 | SNCA expr inhib: 52%[activator] | HEK293 tox: . | GPT2 inhibitor: .

compound: C[C@@H](O)[C@H](NC(=O)c1ccc(C#Cc2ccc(CN3CCOCC3)cc2)cc1)C(=O)NO
  NIH3T3 tox: . | Luciferase inh: . | HEK293 viab: -8% | IP6K1 inh: -1 | SNCA expr inhib: . | HEK293 tox: . | GPT2 inhibitor: i

compound: O=C1CN(C(=O)c2ccc(S(=O)(=O)N3CCCC3)cc2)C(c2ccccc2)c2cc(Br)ccc2N1 (stereo not given)
  NIH3T3 tox: . | Luciferase inh: . | HEK293 viab: -8% | IP6K1 inh: -4 | SNCA expr inhib: -28% | HEK293 tox: . | GPT2 inhibitor: .

Carrying on:
SMILES | NIH3T3 tox | Luciferase inh | HEK293 viab | IP6K1 inh | SNCA expr inhib | HEK293 tox | GPT2 inhibitor
Cc1cccc(C(C(=O)N(C)Cc2ccon2)N(C)C)c1 (stereo not given) | -7% | 4% | 6% | 11 | -4% | -19% | -1%
Cc1ccc(-c2ccc3nnc(CNC(=O)c4cccc(C#N)c4)n3n2)cc1 | ? | 0% | -10% | 10 | 2% | ? | 1%
CCn1ccc(C(=O)N2CCC(c3nn(C)c(=O)n3CCc3ccccc3)CC2)n1 | ? | 0% | -7% | -13 | -15% | -2% | i
COc1ccc2nc3n(c2c1)[C@@H](CNS(=O)(=O)c1ccccc1)COC3 | ? | -3%[172 µM] | -13%[87.6 µM] | 2 | ? | ? | -3%[88.5 µM]
O=C(c1ccc(-c2ccc(N3CCCCC3)nc2)cc1)N1CCCC1 | 40µM* | 28µM* | -2% | -7 | 21% | ? | -1%
CCc1noc(C)c1C(=O)N1CCCC(CO)(CC=C(C)C)C1 (stereo not given) | -6% | 4% | -5% | 18 | 30% | i | 2%
Cc1ccsc1C(=O)NCCc1noc(-c2ccccc2)n1 | -10% | -4% | 10% | 19 | 13% | ? | 2%
Fc1ccc(CNc2ncnc3onc(-c4ccc(F)cc4)c23)cc1 | . | . | -4% | 10 | 14% | . | .
C=CCN1CCC2(CCC1=O)CN(C1CCN(CC)CC1)CCN2C (stereo not given) | 3% | -5% | -14% | 1 | 2% | -2% | 4%
Cc1ccc(CC(=O)N(Cc2nc(-c3ccc(C)cc3)no2)C(C)C)cc1 | . | . | -23% | -9 | 39%[activator] | . | .
CCN(Cc1ccccc1)C(=O)Cn1cc(S(=O)(=O)Cc2cccc(Cl)c2)c2ccccc21 | . | . | -9% | 4 | 9% | . | .
O=C(NCc1ccc(F)cc1)N1CCCC(Cc2noc(-c3ccccn3)n2)C1 (stereo not given) | -13% | -5% | -20% | 6 | 30% | -23% | i
O=C1NCc2ccccc2CC12CCN(Cc1ccc(Cl)s1)CC2 | ? | . | -9% | 0 | 11% | ? | 5%
O=C1CC2(CCN(Cc3ccc(C(F)(F)F)cc3)C2)Nc2ccccc2N1 (stereo not given) | -25% | . | -2% | 14 | ? | ? | i
CNc1nc(C(=O)N2C[C@@H](C(=O)O)[C@H](c3ccc4c(c3)OCO4)C2)cs1 | i | -1% | 4% | 20 | 21% | -2% | i
CC(=O)Nc1ccc(S(=O)(=O)N[C@H]2CO[C@H]3[C@@H]2OC[C@@H]3n2nnnc2Oc2cccc(N(C)C)c2)cc1 | -16% | -5% | 3% | 7 | -27% | -12% | -13%
O=C(C1CC1)N1CCCC(c2nnnn2-c2ccccc2)C1 (stereo not given) | -10% | 3% | 0% | 1 | 2% | -15% | i
O=C(NCc1ccc(Cl)cc1)c1ccc2nnc(Cc3ccc(Cl)cc3)n2c1 | 32µM* | . | -7% | -11 | ? | 45µM* | i
CCCN1CCC2(CCN(C(=O)c3cccc(OC)c3)CC2)Oc2ccccc21 | ? | 9% | 5% | -14 | -3% | ? | i
CCOc1ccccc1C(=O)N[C@@H]1CN(c2ncccn2)C[C@H]1CO | -8% | -3% | 1% | 3 | 16% | -6% | -9%

Looked up one by one from above:
SMILES | NIH3T3 tox | Luciferase inh | HEK293 viab | IP6K1 inh | SNCA expr inhib | HEK293 tox | GPT2 inhibitor
O=C1CC2(CCN(Cc3ccc(C(F)(F)F)cc3)C2)Nc2ccccc2N1 (stereo not given) | -25% | . | -2% | 14 | ? | ? | i
CCN(Cc1ccccc1)C(=O)Cn1cc(S(=O)(=O)Cc2cccc(Cl)c2)c2ccccc21 | . | . | -9% | 4 | 9% | . | .

(list continues)
SMILES | NIH3T3 tox | Luciferase inh | HEK293 viab | IP6K1 inh | SNCA expr inhib | HEK293 tox | GPT2 inhibitor
COc1cccc(CC(=O)Nc2ccc3c(N4CCCCC4)ncnc3c2)c1 | ? | -3% | -5% | 6 | ? | 32µM* | -2%
COc1ccc(CN2CCc3nc(C(=O)Nc4cccnc4)oc3CC2)cc1OC | ? | -18%[172 µM] | 6%[87.6 µM] | 6 | -6%[87.6 µM] | ? | -7%[88.5 µM]
Cc1ccccc1Cn1c(SCc2ccc(C(=O)NC(C)c3ccccc3)cc2)nc2ccncc21 (stereo not given) | . | . | -26% | -9 | -4% | . | .
COc1ccc(-c2cc(C)no2)cc1S(=O)(=O)N1CC(C)Oc2ccccc21 (stereo not given) | . | . | -3% | 26 | -11% | . | .
CNC(=O)[C@@H]1CN(C(=O)c2nn(C)c3ccccc23)C[C@H]1CO | -10% | -1% | -3% | 19 | -16% | -39% | i
CCC1CCCCN1C(=O)Cn1c(=O)n(CC2CCC(C(=O)NC)CC2)c(=O)c2sccc21 (stereo not given) | . | . | -6% | 6 | 11% | . | .
C[C@@]12CO[C@@H](COc3ccccc3)O[C@@H]1CC[C@]1(C)C2CC[C@@H](O)[C@H]1CC(=O)NCc1cc(F)cc(F)c1 (stereo not given in full) | ? | 0% | -17% | -3 | ? | 28µM* | -7%
CCc1ccccc1NC(=O)Cn1c(N2CCc3ccccc3C2)nc(C)cc1=O | 18µM* | 0% | ? | 8 | ? | ? | ?
O=C(NC1CCCCC1)c1cn2cc(-c3cccc(C(F)(F)F)c3)sc2n1 | -8% | . | 2% | -1 | 18% | -2% | 1%
CCN1CCN(C(=O)c2ccc3c(c2)N(Cc2cc(C)ccc2C)C(=O)c2ccccc2S3=O)CC1 (stereo not given) | . | . | ? | 17 | -3% | . | .
COCCN1C(=O)CS(=O)C12CCN(S(=O)(=O)c1ccc(F)cc1)CC2 (stereo not given) | i | -14% | 1% | -3 | 7% | 2% | i
O=C(c1ccccc1)N1CCC2(CC1)Cc1ccccc1NC2=O | ? | 1%[172 µM] | -20%[87.6 µM] | -6 | -29%[87.6 µM] | ? | -5%[88.5 µM]
CSc1nn(Cc2cccc(F)c2)c(N(C(C)=O)C(C)=O)c1S(=O)(=O)c1ccccc1 | . | . | -19% | -4 | ? | . | .
CN1CCN(C2CCOC3(CCN(S(=O)(=O)c4cn(C)cn4)CC3)C2)CC1 (stereo not given) | i | 0% | 1% | 3 | -25% | 7% | 2%
CCCC(=O)N1CCC(N2C(=O)C3(CCCCC3)C2c2ccncc2)CC1 (stereo not given) | -6% | -2% | -10%[12.5 µM] | 0 | -3% | -8% | ?

The list is partial, so the mix of outcomes need not match the whole.
